High-throughput results (PubChem BioAssay)
KB-V1 cytotox: kills drug-selected multidrug resistant KB-V1 cells | 3.4% of 400,000 active | KB-V1 MDR cells viability, CellTiter-Glo, 72 h | Potency, µM (series often up to 46.1 µM), without a hit: at the top dose activity change, negative = cytotoxicity, actives largely listed as cytotoxic; also: potency is read from the fitted curve at half-maximal effect; % is scaled to controls: 0 for no effect and ±100 for the full control effect; nearly all actives have a fitted effect of over 60% in size
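KB-V1 MDR subline cells in DMEM (phenol-red free, 10% FBS) exposed to compounds in qHTS concentration series for 72 h at 37 degrees C. Viability read by CellTiter-Glo luminescence; concentration-effect curves fitted after normalization and correction.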
GLP-1R agonist: agonists of human GLP-1 receptor; HEK293 GLP-1R CRE-luciferase, luminescence, 4-6 h; cells express a hypersensitive GLP-1R form; Potency, µM (series often up to 45.6 µM), for inactives: top-dose activation, usual class: activators; 0.007% of 380,000 active; AID 624172; also: potency is read from the fitted curve at half-maximal effect; % of control where 0% means no effect
Target sequence (P43220 whole entry, looked up): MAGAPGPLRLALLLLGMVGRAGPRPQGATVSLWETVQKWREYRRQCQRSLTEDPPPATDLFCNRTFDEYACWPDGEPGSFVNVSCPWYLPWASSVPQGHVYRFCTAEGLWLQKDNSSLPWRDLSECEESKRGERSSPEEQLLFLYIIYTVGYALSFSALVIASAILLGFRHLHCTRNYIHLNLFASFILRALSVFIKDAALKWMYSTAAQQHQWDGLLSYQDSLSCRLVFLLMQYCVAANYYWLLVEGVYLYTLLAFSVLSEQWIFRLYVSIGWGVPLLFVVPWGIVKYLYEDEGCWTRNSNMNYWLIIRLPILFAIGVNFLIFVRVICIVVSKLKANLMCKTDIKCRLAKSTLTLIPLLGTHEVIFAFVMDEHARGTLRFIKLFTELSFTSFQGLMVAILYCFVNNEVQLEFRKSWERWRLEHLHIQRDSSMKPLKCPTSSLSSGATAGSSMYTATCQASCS
HEK293 tox: cytotoxicity in counter-screen for GLP-1R inverse agonists; 0.13% of 410,000 active; Potency, µM (titrated, usually from 38.3 µM), for inactives: at the highest dose activity change, negative = inhibition, actives largely listed as inhibitors; HEK293 cAMP-luciferase reporter cells, luminescence, 24 h; AID 624418;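 also: loss of luciferase light is scored as toxicity; potency is read from the fitted curve at half-maximal effect; % is scaled to controls: 0 for no effect and ±100 for the full control effect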
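Step one: seed cells (200 cells/uL, DMEM with 10% Nu serum, 1% pen-strep). Step two: 12-hour incubation at 37 deg C. Step three: pin 23 nL compound, incubate 24 hr. Step four: add luciferase reagent, read luminescence 12 min later.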
PTHR1 ag: PTHR1 (human) receptor agonism | Q03431 | HEK293 GP2 PTHR1 cells, GloSensor cAMP luminescence, 1 h | Potency, µM (highest dose often 115 µM), without a hit: top-dose activation, usual class: activators | 0.075% of 410,000 active; also: potency is read from the fitted curve at half-maximal effect; nearly all actives have a fitted effect of over 55% in size; some results filed as inactive show a strong effect at the top dose; inactives centre near -15; many of its hits are not listed in these tables
Target sequence (Q03431 whole entry, looked up): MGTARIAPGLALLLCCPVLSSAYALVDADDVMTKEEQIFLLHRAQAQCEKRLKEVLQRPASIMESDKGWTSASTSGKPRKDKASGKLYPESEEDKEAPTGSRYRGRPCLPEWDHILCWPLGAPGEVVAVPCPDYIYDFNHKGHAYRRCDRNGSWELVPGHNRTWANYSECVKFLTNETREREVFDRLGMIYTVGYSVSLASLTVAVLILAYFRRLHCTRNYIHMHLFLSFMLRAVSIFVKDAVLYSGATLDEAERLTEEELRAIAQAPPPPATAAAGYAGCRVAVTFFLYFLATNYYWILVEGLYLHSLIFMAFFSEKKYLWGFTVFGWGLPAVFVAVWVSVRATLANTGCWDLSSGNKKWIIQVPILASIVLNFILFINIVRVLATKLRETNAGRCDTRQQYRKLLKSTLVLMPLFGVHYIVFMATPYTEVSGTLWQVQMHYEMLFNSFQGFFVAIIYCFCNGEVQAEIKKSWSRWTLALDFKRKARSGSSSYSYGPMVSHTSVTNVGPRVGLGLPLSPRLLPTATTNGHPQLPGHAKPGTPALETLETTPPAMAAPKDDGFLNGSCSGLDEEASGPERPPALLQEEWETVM
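HEK-293-derived GP2 cells expressing PTHR1 and a GloSensor cAMP reporter, 3,000/well, plated overnight, given luciferin plus IBMX (each 0.5 mM as added) for 1 h at 37 °C, then compound for 1 h at 37 °C. Luminescence was read after 15 min at room temperature.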
DRD3 agonist: activates the human D3 dopamine receptor | P35462 | D3R DiscoveRx beta-arrestin cells, luminescence, 90 min | max activation, % | 0.58% of 410,000 active | AID 652048; in the data active = max activation above about 30%; also: 0% is about no effect; mostly tested at two doses, the higher about 12 µM
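Agonist-mode cell screen: cells plated at 1500/well and incubated overnight at 37 °C, then exposed to library compounds for 90 min at 37 °C. Detection reagent was added for 30–60 min at room temperature, and luminescence was read.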
D3 antag: antagonists of human D3 dopamine receptor; P35462; D3R cells, DiscoveRx beta-arrestin luminescence, antagonist mode; stronger effect = lower value; max response, negative = inhibition, %; 2.5% of 360,000 active; in the data active = max response below about -50%; inconclusive = no clear call, values can overlap the other calls; also: % is scaled to controls: 0 for no effect and ±100 for the full control effect; mostly tested at two doses, the higher about 12 µM
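Cells plated overnight at 1500 cells/well, then exposed to library compounds with dopamine controls for 90 minutes at 37 degrees C. DiscoveRx reagent added for 30–60 minutes at room temperature; luminescence read, quantitative HTS format.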
TDP-43 yeast inh: rescues yeast growth from TDP-43 toxicity; TDP-43 expressing yeast growth rescue, BacTiter-Glo, 24 h; Potency, µM (top dose mostly 46.1 µM), inactives show at the highest dose growth rescue (activation), usual class: activators; 1.8% of 410,000 active; also: potency is read from the fitted curve at half-maximal effect; % of control where 0% means no effect; nearly all actives have a fitted effect of over 50% in size
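Yeast expressing TDP-43 (pregrown in raffinose, seeded at OD600=0.02 in galactose medium) exposed to compounds 24 hr at 30 deg C. Growth read by BacTiter-Glo luminescence; rescue of toxicity appears as increased signal.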
aSyn yeast inh: alpha-synuclein toxicity inhibition in yeast; Yeast expressing alpha-synuclein, growth rescue, BacTiter-Glo, 24 h; Potency, µM (titrated, usually from 46.1 µM), for inactives: top-dose growth rescue (activation), usual class: activators; 0.14% of 370,000 active; AID 652106; also: potency is read from the fitted curve at half-maximal effect; % of control where 0% means no effect; nearly all actives have a fitted effect of over 65% in size
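Galactose-induced alpha-syn yeast (OD600=0.02, raffinose-pregrown) + pinned cpd, 24 hr, 30 deg C; growth by BacTiter-Glo luminescence. Growth restoration scores as activation.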
GLP1R inv ag: inverse agonists of human GLP-1 receptor; P43220; HEK293 GLP-1R CRE-luciferase, luminescence, 24 h; GLP-1R form is constitutively active; Potency, µM (doses to about 38.3 µM), inactives show at the top dose activity change, negative = inhibition, most hits filed as inhibitors; 1.6% of 410,000 active; AID 624417; also: potency is read from the fitted curve at half-maximal effect; % is scaled to controls: 0 for no effect and ±100 for the full control effect; nearly all actives have a fitted effect of over 55% in size
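Cells are plated, allowed 12 hours at 37 deg C, then treated with compounds for 24 hr before luciferase detection reagent is added and luminescence is read after 12 min at room temperature. The HEK293 line carries constitutively active GLP-1R with a cAMP-responsive reporter.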
The depositor's hits bear a star; i = inactive; ? = inconclusive; . = not tested or not shown; & = joins results of further samples; [ ] = another dose, or the depositor's remark. Unless noted, calls follow the shape of the dose curve; as a rule, active = well fitted curve in the direction sought with a large enough effect; inconclusive = small, poorly fitted or top-dose-only effect, or another doubt; inactive = no such curve, though single readings can be large; an effect the other way counts as inactive or inconclusive.

Structure	KB-V1 cytotox	GLP-1R agonist	HEK293 tox	PTHR1 ag	DRD3 agonist	D3 antag	TDP-43 yeast inh	aSyn yeast inh	GLP1R inv ag
OC(COCc1ccc2c(c1)OCO2)CN1CCN(Cc2ccccc2)CC1 (stereo not drawn)	-22%	-13%	-8%	-12%[57.5 µM]	-5	-6	-8%	-11%	?
O=C1COc2ccccc2N1Cc1ccccc1Cl	3%	7%	-5%	-7%[57.5 µM]	1	-8	22µM*	15%	?
Cc1cc(NS(=O)(=O)c2ccc(NC(=O)CSc3nc4ncccc4[nH]3)cc2)nc(C)n1	0%	-2%	-10%	-12%	2	-4	-4%	-3%	-9%
CCCCNC(=O)c1onc(CSc2nc3ccccc3[nH]2)c1C(=O)NCCCC	0%	5%	-8%	i	14	-11	0%	2%	?
O=C(Cn1cnc2c(cnn2-c2ccc(F)cc2)c1=O)N1CCN(c2ccccc2F)CC1	3.7µM*	-6%	-3%	i	9	21	-13%	1%	-3%
CCOCCCNC(=O)C(c1ccc(Cl)cc1)N(Cc1ccc2c(c1)OCO2)C(=O)c1ccccc1O (stereo not drawn)	-20%	.	-19%	-32%[inhibitor]	-9	.	16%	.	?
C=CCOc1cccc(CNc2ccc3[nH]c(=O)[nH]c3c2)c1	?	8%	-8%	-35%[inhibitor]	20	1	12%[9.22 µM]	1%	47%[activator]
CC(=O)Oc1ccc(/C=N/NC(=O)C2CCCN2S(=O)(=O)c2ccc(Cl)cc2)cc1 (stereo not drawn)	0%	0%	-11%	-6%[57.5 µM]	-3	-3	-13%	-6%	-23%
CCCc1c(C)c2ccccc2[nH]c1=O	?	11%	21%	-3%[57.5 µM]	1	-26	21%	1%	29%
CC(CNC(=O)c1ccccc1Cl)c1ccccc1 (stereo not drawn)	-14%	1%	-4%	i	1	5	0%	2%	-22%
Cn1c(CNC(=O)c2ccccc2F)cc2ccccc21	1%	-2%	16%	-6%	-1	-12	-12%	0%	-20%
CC[C@]12c3[nH]c4cc(CCC(=O)N(C)C)ccc4c3CCN1C(=O)[C@@H](CC(=O)NC(C)(C)C)C[C@@H]2C(=O)N1CCN(C(=O)C2CC2)CC1	0%	14%	2%	-13%	1	0	12%	-17%	7%
CCN1CCCC1CNC(=O)CSc1cc(=O)n(C)c2cc(Cl)ccc12 (stereo not drawn)	4%	0%	15%	-4%	-7	-14	-6%	8%	?
COc1ccc(C=CC(=O)c2ccc([N+](=O)[O-])cc2)cc1	0%	16%	-7%	i	4	-8	-5%	0%	10%
CN(CC(=O)Nc1cccc(F)c1)C(=O)CCCN1C(=O)c2cccc3cccc(c23)C1=O	?	3%	0%	-16%	-4	13	-4%	6%	1%
O=C(CC1S/C(=N\S(=O)(=O)c2ccc(F)cc2)N(c2ccccc2)C1=O)Nc1ccccc1 (stereo not drawn)	-8%	-28%	10%[1.53 µM]	-2%	-3	-17	22%	4%	-12%
Cc1nc(-c2ccc(NC(=O)c3ccccc3C)cc2)cs1	2%	6%	3%	-1%	3	5	7%	-8%	-24%
CCCCn1c(=N)n(CCOc2ccc(C)cc2)c2ccccc21	?	-8%	-25%	-6%	5	15	14%	4%	?
COc1cc(S(=O)(=O)NCc2cccnc2)ccc1F	3%	-7%	-16%	-20%	-7	1	-2%	-1%	5%
COc1ccc(CC(=O)Nc2nc(-c3cc(OC)ccc3OC)cs2)cc1	-5%	9%	0%[7.66 µM]	-5%	13	64	5%[9.22 µM]	-10%	13%[7.66 µM]
CCOC(=O)C1=C(C)NC(=S)NC1C (stereo not drawn)	7%	12%	-5%	i	27	9	-5%[0.397 µM]	7%	16%
O=c1c2sccc2[nH]c(=S)n1Cc1ccccc1	-23%	-2%	-1%[1.53 µM]	i	1	-1	10%	-1%	-4%
O=C(NCCc1ccccc1)C1CCN(S(=O)(=O)N2CCCCCC2)CC1	-11%	6%	8%	21%	-5	-18	-17%[0.397 µM]	0%	?
Cc1c(Cl)cccc1-n1nc(C)c2c(C)cc(=O)n(CC(=O)N3CCCc4ccccc43)c21	-22%	.	-2%	i	-9	.	?	.	-21%
O=C(NCC(c1ccco1)N1CCOCC1)c1c(F)cccc1F (stereo not drawn)	-8%	8%	9%	i	10	-15	-12%	-5%	4%
CCOc1ccc(S(=O)(=O)Nc2ccc(C(=O)N3CC(C)OC(C)C3)cc2)cc1 (stereo not drawn)	-2%	-2%	9%	i	-8	-8	5%	-6%	7%
CC(C)CNC(CC(=O)O)c1ccccc1 (stereo not drawn)	0%	-2%	-1%[7.66 µM]	-10%	-4	-3	-1%	1%	-2%[7.66 µM]
NC(=O)C1(N2CCCCC2)CCN(C(=S)NCCc2ccccc2)CC1	-3%	7%	-8%	i	-3	-6	16%	-3%	7%
Cc1ccc(NC(=O)CCNS(=O)(=O)c2ccc3c(c2)CCN3C(=O)C2CC2)c(Cl)c1	0%	6%	0%	-12%	-1	.	15%	-7%	35%[activator]
Cc1cc(NC(=O)Nc2ccccc2)n(-c2ccccc2)n1	9%	-1%	3%	-18%	1	13	19%	3%	7%
O=S(=O)(NCC1CC1)c1cc(Cl)cc(Cl)c1	-2%	10%	1%	-3%	17	0	7%	1%	?
CCOc1ccc(C(=O)N2CCN(CCc3ccccn3)CC2)cc1	-1%	.	-1%	-21%	-6	.	19%	.	-1%
CCc1[nH]nc(C(=O)N2CCCC(Nc3ccc(C(C)C)cc3)C2)c1C (stereo not drawn)	-11%	5%	-25%	-14%	-6	-7	-21%	13%	?
Cc1ccccc1NC(=O)CSc1nc2ccccc2c2nc(CCn3cncc3C)nn12	?	6%	4%&-16%	i	1&-1	14	15%&11%	-3%	2%&-12%
O=C(c1coc(=O)c(Br)c1)N1CCC(C(O)(c2ccccc2)c2ccccc2)CC1	24%	-1%	5%	-19%	0	3	25%	7%	-7%
CCc1ccc2oc(C(=O)Nc3cc(Cl)ccc3OC)cc(=O)c2c1	21%	.	8%	-9%	1	.	9%	.	-4%
CS(=O)(=O)c1ccc(N)c(SSc2cc(S(C)(=O)=O)ccc2N)c1	5%	-1%	-26%	-6%	-15	-30	-5%	-13%	-20%
Cc1ccccc1CO/N=C/c1[nH]ncc1Br	0%	20%	0%	i	13	19	-3%[1.82 µM]	1%	?
C=CCOC(=O)C1=C(C)N=C2SCCC(=O)N2C1c1cccs1 (stereo not drawn)	?	3%	-14%	-4%	4	12	11%	-18%	?
Cc1nc2c(-c3ccccc3)c(C)nn2c(C)c1CCC(=O)O	-14%	-2%	-6%	7%	1	-10	16%	2%	39%[activator]
O=C(O)C1CCCCN1S(=O)(=O)c1ccc2ccccc2c1 (stereo not drawn)	12%	-2%	1%	-33%[inhibitor]	0	-18	21%	.	3%
COC(=O)[C@@]12CCCN1[C@H](c1ccc(-c3ccc4c(c3)OCO4)cc1)[C@H]1C(=O)N(C)C(=O)[C@H]12	-16%	-2%	-36%	-23%	-24	-13	-15%	1%	8%
CC(C)(C)C(=O)O/N=C1\CCS(=O)(=O)c2sccc21	9%	2%	-8%	-6%	6	8	-8%	0%	-2%
Cc1cccc(C(c2sc3nc(-c4ccco4)nn3c2O)N2CCN(Cc3ccccc3)CC2)c1 (stereo not drawn)	.	.	-14%	-67%[inhibitor]	0	.	-24%	.	-17%
c1ccc(COCCCn2cc(-c3ccccc3)nn2)cc1	11%	0%	22%	-94%[inhibitor]	3	-10	?	-6%	6%
O=C(NCCc1ccc(Cl)cc1)c1ccc(Nc2nc3ccccc3n3nnnc23)cc1	-5%	.	-2%	-18%	11	.	16%	.	6%
CCCS(=O)(=O)c1nc(S(=O)(=O)c2ccc(C)cc2)c(NCC(C)C)s1	8%	.	-6%	-10%	-23	.	-3%	.	-5%
Cc1noc(C)c1S(=O)(=O)N1CCC(C(=O)N2CCC(C)CC2)CC1	-3%	-4%	-7%	-8%[57.5 µM]	2	3	-12%	-4%	1%
CC(=O)Nc1cccc(NC(=O)CSc2cn(CC(=O)N3CCCCCC3)c3ccccc23)c1	.	.	5%	i	-6	.	17%	.	6%
CCOC(=O)C1(Cc2cccc(Cl)c2)CCCN(C(=O)CCSC)C1 (stereo not drawn)	?	1%	-5%	-28%	1	-6	?	2%	-22%
Cc1cccc(OCCSc2nnc(-c3ccoc3C)n2C)c1	18µM*	4%	4%	-17%[57.5 µM]	0	-14	18µM*	4%	0%
CCOC(=O)C1CCN(C(=O)c2ccc(N3CCOCC3)c([N+](=O)[O-])c2)CC1	-3%	7%	2%	-12%	-6	-24	1%	0%	16%
c1ccc(OCc2nc3ccccc3s2)cc1	1%	-7%	-2%	-15%[57.5 µM]	1	13	?	-23%	0%
COc1ccc(CCNC(=O)c2ccc(N(C)S(=O)(=O)c3ccc(C)cc3)cc2)cc1OC	?	7%	-3%	-39%[inhibitor]	0	3	5%	15%	?
O=C(Nc1ccc(F)cc1)Nc1cccc(Br)c1	?	4%	-9%	-22%	0	23	29%	-20%	?
Cc1ccccc1C(=O)NC(=S)Nc1ccc(S(=O)(=O)N2CCN(C)CC2)cc1	0%	5%	2%	i	-3	-12	11%	-9%	2%
COC(C[C@H](O)CC(=O)COCc1ccccc1)OC	15%	-4%	11%	-15%	6	-4	5%	-2%	4%
O=C(CSC(=S)N1CCOCC1)Nc1nc(-c2ccccc2)c(-c2ccccc2)o1	-4%	-13%	-17%	i	7	-30	20%	0%	0%

Some of the compounds tested; rates above refer to the full screens.
